L3MBTL1 inh = qHTS Assay for the Inhibitors of L3MBTL1 | AlphaScreen L3MBTL1–H3K9me1 peptide binding | Potency, µM (highest dose often 57.1 µM), for the others: top-dose activity, negative = inhibition, hits mostly inhibitors | 230,000 compounds, 0.66% hits | Lethal(3)malignant brain tumor-like protein 1 (Homo sapiens), Q9Y468 | AID 485360, 2010; also: % is scaled to controls: 0 for no effect and ±100 for the full control effect; nearly all actives have a fitted effect of over 60% in size
Target sequence (Q9Y468 whole entry, looked up): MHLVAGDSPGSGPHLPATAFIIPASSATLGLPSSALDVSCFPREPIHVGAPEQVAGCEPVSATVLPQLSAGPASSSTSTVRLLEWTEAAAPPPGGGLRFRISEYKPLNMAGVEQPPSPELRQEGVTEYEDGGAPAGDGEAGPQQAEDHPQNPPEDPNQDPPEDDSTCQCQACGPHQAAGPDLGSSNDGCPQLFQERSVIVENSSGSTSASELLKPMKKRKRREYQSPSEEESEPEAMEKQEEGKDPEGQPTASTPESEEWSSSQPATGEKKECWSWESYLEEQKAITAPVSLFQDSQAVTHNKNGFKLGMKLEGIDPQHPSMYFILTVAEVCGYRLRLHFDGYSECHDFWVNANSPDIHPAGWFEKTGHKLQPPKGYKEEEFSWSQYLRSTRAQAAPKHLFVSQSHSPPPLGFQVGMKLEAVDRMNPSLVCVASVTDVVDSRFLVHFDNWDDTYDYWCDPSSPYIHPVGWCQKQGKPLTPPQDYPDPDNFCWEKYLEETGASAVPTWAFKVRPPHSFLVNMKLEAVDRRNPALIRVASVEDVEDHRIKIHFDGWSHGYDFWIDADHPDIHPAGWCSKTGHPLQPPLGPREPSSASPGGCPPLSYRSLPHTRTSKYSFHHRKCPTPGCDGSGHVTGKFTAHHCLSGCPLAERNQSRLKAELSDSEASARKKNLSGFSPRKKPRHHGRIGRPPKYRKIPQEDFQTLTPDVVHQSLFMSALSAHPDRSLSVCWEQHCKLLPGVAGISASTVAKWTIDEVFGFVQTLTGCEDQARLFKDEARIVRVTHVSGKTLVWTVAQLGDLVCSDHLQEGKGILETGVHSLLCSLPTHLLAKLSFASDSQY
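L3MBTL1 (50 nM) pre-complexed 30 min with biotinylated H3(1-15)K9me1 peptide (75 nM), then compounds added for 30 min at room temperature; AlphaScreen streptavidin donor/nickel chelate acceptor beads (10 ug/mL final) read after 30 min dark incubation.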
Tau fibril FP = qHTS for Inhibitors of Tau Fibril Formation, Fluorescence Polarization; Microtubule-associated protein tau (Homo sapiens), P10636; K18 P301L tau heparin fibrillization, Alexa594 FP, 6 h; Potency, µM (doses to about 57.7 µM), for the others: at the highest dose activity, negative = inhibition, hits mostly inhibitors; AID 1468, 2008; 280,000 compounds, 0.39% hits; also: % is scaled to controls: 0 for no effect and ±100 for the full control effect; nearly all actives have a fitted effect of over 55% in size
Target sequence (P10636 561-689 P618L limits assumed): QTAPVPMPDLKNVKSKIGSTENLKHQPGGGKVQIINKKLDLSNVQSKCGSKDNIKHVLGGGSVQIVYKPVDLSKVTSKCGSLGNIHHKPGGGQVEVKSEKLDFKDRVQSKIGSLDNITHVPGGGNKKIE
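FP of Alexa 594-tau after heparin (20 uM) induction. Substrate: human K18 P301L, 15 uM unlabeled, 0.24 uM labeled. Buffer 100 mM sodium acetate pH 7. 6 hr, 37 C.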
TR SRC2 fluor cs = Total Fluorescence Counterscreen for Inhibitors of the Interaction of Thyroid Hormone Receptor and Steroid Receptor Coregulator 2; TRb/SRC2 Texas Red total fluorescence interference; 280,000 compounds, 0.29% hits; Potency, µM (highest dose often 106 µM), for inactives: top-dose fluorescence change, negative = quenching; AID 1479, 2009; active = well fitted curve in either direction with a large enough effect; inconclusive = small, poorly fitted or top-dose-only effect; also: % is scaled to controls: 0 for no effect and ±100 for the full control effect
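Human TRβ ligand-binding domain (0.6 uM) and Texas Red SRC2 peptide (20 nM) in Tris buffer with 1 uM T3 and 5% DMSO were incubated with pinned compound for 5 hr at ambient temperature. Total fluorescence was computed as S + 2P (555/632 nm).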
Tau ThT inhib = qHTS for Inhibitors of Tau Fibril Formation, Thioflavin T Binding | AID 1460, 2008 | Microtubule-associated protein tau (Homo sapiens), P10636 | Potency, µM (highest dose often 57.4 µM), for inactives: at the highest dose activity, negative = inhibition, hits mostly inhibitors | 270,000 compounds, 2.1% hits | recombinant tau K18 P301L, heparin-induced fibrillization, ThT fluorescence; also: % is scaled to controls: 0 for no effect and ±100 for the full control effect; nearly all actives have a fitted effect of over 55% in size
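Heparin-induced fibrillization of the P301L-mutant K18 repeat-domain fragment of human tau was followed by ThT binding in quantitative high-throughput format.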
Tau fluor cs = Counterscreen qHTS for Inhibitors of Tau Fibril Formation, Fluorescence Polarization; Potency, µM (titrated, usually from 57.7 µM), inactives show at the highest dose activity change, negative = decrease; 280,000 compounds, 0.93% hits; tau K18 P301L Alexa594 fluorescence, heparin fibrillization; AID 1463, 2008; also: % is scaled to controls: 0 for no effect and ±100 for the full control effect; nearly all actives have a fitted effect of over 55% in size
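Human tau K18 P301L (15 uM unlabeled, 0.24 uM Alexa 594-labeled) in 100 mM sodium acetate pH 7 with 20 uM heparin, 6 hr at 37 C. ThT 30 uM added, 1 hr ambient; Alexa 594 FP and total fluorescence read at 555/632 nm.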
HTT cytoprotect = qHTS Multiplex Assay to Identify Dual Action Probes in a Cell Model of Huntington: Cytoprotection (ATP); Potency, µM (highest dose often 56.4 µM), for inactives: cytoprotection (ATP increase), most hits filed as activators; AID 1471, 2008; 230,000 compounds, 0.14% hits; PC12 HTT-Q103 induced, cytoprotection, ATP luminescence, 40 h;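 also: % of control where 0% means no effect; nearly all actives have a fitted effect of over 45% in size; toxic huntingtin expression switched on by the ecdysone agonist tebufenozide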
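Cells were plated at 1500 per well in phenol red-free DMEM with 5% equine and 5% calf serum. Tebufenozide (100 nM final) and compounds were added, then ATPlite reagent, and luminescence was read.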
RECQ1 helicase = qHTS Assay for Inhibitors of RecQ-Like Dna Helicase 1 (RECQ1) | 240,000 compounds, 0.54% hits | RECQ1 DNA unwinding, red fluorescence kinetic read | AID 2549, 2010 | ATP-dependent DNA helicase Q1 (Homo sapiens), P46063 | Potency, µM (series often up to 57.3 µM), inactives show at the highest dose activity, negative = inhibition, usual class: inhibitors;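 also: plate controls were vehicle for no effect and no enzyme for full effect; nearly all actives have a fitted effect of over 30% in size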
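RECQ1T1 50 nM; forked duplex (20 bp + 30-nt ss tails) 200 nM, ATP 2 mM final; pH 8.0, 2 mM MgCl2, 2.5 ug/ml poly(dI-dC); 15 min compound preincubation; discontinuous kinetic read over 2 h at RT.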
TRb SRC2 PPI = qHTS for Inhibitors of the Interaction of Thyroid Hormone Receptor and Steroid Receptor Coregulator 2. Thyroid hormone receptor beta (Homo sapiens), P10828. AID 1469, 2008. TRbeta-SRC2 peptide binding, fluorescence polarization; receptor liganded with 1 µM T3. 280,000 compounds, 0.065% hits. Potency, µM (top dose mostly 106 µM), for inactives: at the top dose activity change, negative = inhibition, usual class: inhibitors;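 also: plate controls were bound peptide for no effect and peptide without receptor for full effect; nearly all actives have a fitted effect of over 50% in size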
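Each compound concentration gave % activity, normalized to unbound and bound Texas Red SRC2 controls, from polarization read after 5 hr ambient incubation with T3-loaded human TRb LBD.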
* marks the source's active call; other numbers are inactive results; i = inactive; u = inconclusive; x = not tested or not shown; [ ] = another dose, or the depositor's remark. Unless noted, calls follow the shape of the dose curve; as a rule, active = well fitted curve in the direction sought with a large enough effect; inconclusive = small, poorly fitted or top-dose-only effect, or another doubt; inactive = no such curve, though single readings can be large; an effect the other way counts as inactive or inconclusive. Potency is read from the fitted curve at half-maximal effect. Only part of the results is shown. The share of hits here may be higher or lower than overall.

SMILES	HTT cytoprotect	Tau fibril FP	Tau ThT inhib	TR SRC2 fluor cs	RECQ1 helicase	TRb SRC2 PPI	Tau fluor cs	L3MBTL1 inh
Cc1cccn2c(CN3CCSCC3)c(C(=O)N3CCOCC3)nc12	9.0%	-6.2%	-4.7%	-2.0%	i	-10.7%	-3.1%	-2.8%
CCOC(=O)N1CCC(=NNc2ccnc3cc(Cl)ccc23)CC1	-23.8%	3.6%	u	3.7%	-8.8%	-12.3%	-26.4%	u
CN1/C(=C\C(=O)Nc2ccc(Br)cc2)C(C)(C)c2ccccc21	-0.8%[10 µM]	3.5%	u	-4.6%	-17.2%	-3.7%	7.08µM*[quencher]	-6.9%
O=C(CN1CCN(c2ccc(F)cc2)CC1)OCc1ccccc1	20.4%[10 µM]	-6.3%	-17.3%	-4.0%	-2.4%	1.9%	-12.6%	-3.8%
CCC1CC2CC(NC(C)=O)C1C2 (configuration not stated)	9.5%	-6.8%	-1.1%	-1.2%	-3.7%	-17.3%	-7.1%	4.8%
COc1ccc(C)cc1-n1c(SCC(=O)Nc2cccc(C(=O)O)c2)nc2ccccc2c1=O	-5.4%[10 µM]	-2.4%	-9.8%	-1.5%	7.9%	1.8%	-15.4%	-0.4%
O=C(c1ccco1)N1CCN(c2cc(N3CCOCC3)c(F)cc2[N+](=O)[O-])CC1	-21.5%[1.9 µM]	3.9%	-13.9%	0.5%	i	-3.6%	-5.0%	1.9%
COc1ccc(C(=O)NCC(c2cccnc2)N2CCN(c3ccccc3OC)CC2)cc1OC (configuration not stated)	-8.6%	-0.9%	-9.4%	-6.7%	-17.6%	-7.7%	-1.1%	-14.7%
O=C(c1c[nH]c2ccccc2c1=O)N1CCCCCC1	x	-2.7%	-9.0%	-6.3%	i	-4.6%	-1.0%	0.0%
CS(=O)(=O)N(CC(=O)N1CCN(c2ccccc2F)CC1)C1CCCCC1	-11.6%	2.8%	10.6%	-5.6%	i	6.1%	8.3%	1.5%
COc1ccc(C(=O)Nc2ccc3nc(SCC(=O)N4CCc5ccccc54)sc3c2)cc1	x	u	u	7.9%	x	9.8%	u	x
Cn1c(SCc2ccccc2F)nnc1-c1ccccn1	-8.1%	-0.2%	6.0%	-2.9%	-3.3%	-2.5%	-0.2%	-14.9%[11.4 µM]
CCCCCCCCNC1=CC(=O)CC(C)(C)C1	8.4%[10 µM]	1.4%	u	-0.3%	-2.3%	5.8%	-15.8%	3.5%
O=C(NCc1ccco1)c1ccc(Cl)c(S(=O)(=O)N2CCOCC2)c1	-0.5%[0.074 µM]	-7.2%	14.7%	-5.0%	-3.5%	-6.9%	10.5%	-7.8%
COc1ccc2oc(=O)c(-c3nnc(NCc4ccco4)s3)cc2c1	-44.8%[inhibitor]	-8.3%	u	-3.8%	-2.4%	4.4%	-18.2%	1.8%
CCC(C)[C@H](N)c1nnc(SCC(=O)c2ccc(Cl)cc2)o1 (some centres not stated)	-7.0%	u	-7.4%	-3.1%	-20.6%	0.9%	-7.4%	x
CCC1=NN(C(=O)c2ccc(Br)cc2)C(O)(c2ccccc2)C1 (configuration not stated)	22.6%[10 µM]	u	u	-0.2%	-0.1%	-1.1%	-11.8%	-29.4%
CCOC(=O)c1ccc(-n2c(C)ccc2C)cc1	4.9%[0.074 µM]	-7.2%	-3.9%	-1.0%	i	0.3%	2.7%	-0.9%
CCc1ccc(OCC(=O)NNC(=O)CSc2nnc(-c3ccc(C)cc3)n2C)cc1	10.7%[10 µM]	5.5%	-4.5%	1.7%	-6.4%	-22.8%	-4.7%	22.5%
COc1ccccc1NC(=O)Cn1c(=O)n2nc(C)nc2c2ccccc21	-12.8%	3.5%	-14.6%	-1.3%	-0.3%	3.0%	-10.7%	-3.8%
CCOc1ccc(CC(=O)NC2CC(=O)N(c3ccc4c(c3)OCCO4)C2)cc1 (configuration not stated)	x	4.8%	3.8%	-2.4%	x	-1.4%	12.0%	x
N/C(=N\S(=O)(=O)c1cccs1)c1ccccc1	14.3%	6.9%	3.9%	-0.2%	2.2%	-5.5%	3.4%	x
CCOC(=O)c1[nH]c(C)c(CN(CCc2ccc(OC)c(OC)c2)C(=O)CCCC(=O)O)c1C	-17.8%	-13.6%	-3.5%	0.2%	-12.6%	-2.4%	-4.1%	6.8%
O=c1oc2ccccc2cc1-c1csc(NN=C2CCCCC2)n1	-47.2%[inhibitor]	-9.0%	u	-10.5%	-4.8%	-11.8%	25.1µM*[quencher]	-1.6%
Clc1ccc(Cl)c(Cl)c1Cl	-4.1%	x	x	-2.4%[201 µM]	-1.0%	0.8%[201 µM]	x	x
Cc1ccccc1C(=O)NNC(=O)/C=C/c1ccccc1	-24.0%	7.7%	-8.5%	-0.4%	-7.2%	6.1%	-3.6%	x
O=C(c1csc2c1CCCC2)N1CCN(c2cccc(C(F)(F)F)c2)CC1	-25.1%	-2.2%	u	1.3%	i	-6.3%	-20.5%	x
O=c1cc(CN2CCN(C/C=C/c3ccccc3)CC2)c2cc(O)ccc2o1	-19.0%	-1.9%	-3.5%	-1.4%	-0.4%	1.5%	-20.5%	-10.8%
CCCc1ncc(C(O)c2cccc(OC)c2)n1C (configuration not stated)	-9.1%[10 µM]	2.2%	-0.2%	0.8%	-13.8%	1.0%	-0.8%	12.7%
CCOC(=O)CCc1cccc2c1CCC2=O	3.0%	6.9%	1.8%	1.8%	11.6%	-16.1%	4.1%	2.7%
O=c1c2sc3nc(N4CCOCC4)c4c(c3c2ncn1-c1ccccc1)CCCC4	-75.2%[inhibitor]	u	-14.3%	-0.6%	-25.8%	-7.3%	-15.3%	x
COc1ccc(S(=O)(=O)Nc2ccc(O)c(Sc3ncn[nH]3)c2)cc1	23.9%[10 µM]	8.3%	-2.4%	-2.4%	0.8%	1.8%	-3.5%	u
C/C(CC(=O)Nc1cccc2c1CCCC2)=N\NC=O	-2.5%[10 µM]	-1.8%	-5.2%	-1.2%	-5.8%	-1.0%	-9.1%	-0.2%
O=C(COC(=O)Cc1c[nH]c2ccccc12)NC1CCCCC1	-4.1%[10 µM]	5.4%	-7.7%	0.3%	-6.4%	-8.8%	-9.2%	-0.6%
O=C(NCc1ccc2c(c1)CCN2C(=O)c1ccc(F)cc1)c1ccco1	x	6.5%	10.4%	u	x	-12.8%	11.8%	x
CCN1C(=O)c2cccc3c(NC(=O)c4ccc(S(=O)(=O)N5CCOCC5)cc4)ccc1c23	-21.3%[10 µM]	u	u	2.9%	-5.7%	-0.1%	-26.1%	x
Cc1ccc(-c2noc(-c3ccc(NCC4CCCO4)c([N+](=O)[O-])c3)n2)cc1 (configuration not stated)	x	-17.6%	5.5%	-0.6%	x	-4.7%	-6.9%	x
O=C(N/N=C/c1ccc(Br)s1)c1cccnc1	x	1.5%	1.5%	-0.4%	i	7.5%	-1.2%	-24.5%
CCN1C(=O)CC(NNC(=O)c2ccc(Cl)cc2)C1=O (configuration not stated)	1.8%	3.3%	-11.2%	-3.5%	-2.5%	-2.4%	-2.8%	-7.5%
CC1(C)Cc2c(C#N)c(NCc3ccco3)nc(-c3ccco3)c2CO1	-24.2%[10 µM]	-6.1%	u	5.5%	i	-4.8%	-8.1%	-9.9%[11.4 µM]
COc1ccc(C(=O)COc2ccc3ccc(=O)oc3c2)cc1	8.2%[10 µM]	-7.1%	u	0.9%	i	5.9%	-16.5%	4.2%
CCc1ccc(CNC(=O)C2CCN(c3nc4ccccc4nc3C(F)(F)F)CC2)cc1	x	-13.0%	6.2%	-1.3%	x	8.3%	0.6%	x
CC1=CC(=O)C2=C(C)C[C@H](OC(=O)Cc3ccccc3)C3[C@H](OC(=O)[C@H]3C)C12 (some centres not stated)	-21.2%	-2.9%	-11.7%	-2.3%	-5.9%	9.2%	-10.7%	x
CC(=NCc1cccc(Cl)c1)c1nc(-c2ccco2)oc1O	x	7.9%	-13.2%	-2.5%	-13.4%	7.7%	-27.9%	-16.8%
O=C(CSCc1nc2ccccc2[nH]1)N1CCN(c2cccc(Cl)c2)CC1	-32.1%	-3.3%	u	-8.3%	i	-2.2%	-21.6%	-2.0%
O=C1C2=CC[C@H]3C(=O)N(c4cccc(Oc5ccccc5)c4)C(=O)[C@@H]3[C@@H]2[C@H](O)[C@@H]2O[C@H]12	u	u	u	-4.5%[11.2 µM]	-20.3%[11.5 µM]	3.6%[11.2 µM]	-10.8%[11.6 µM]	x
O=C(O)CCCCCCCCCC(=O)c1cccs1	-8.0%	3.9%	-3.1%	-1.6%	-20.3%	5.2%	-3.7%	11.1%

Retrieved by structure from the entries so far, 2 records:
SMILES	HTT cytoprotect	Tau fibril FP	Tau ThT inhib	TR SRC2 fluor cs	RECQ1 helicase	TRb SRC2 PPI	Tau fluor cs	L3MBTL1 inh
CC1=CC(=O)C2=C(C)C[C@H](OC(=O)Cc3ccccc3)C3[C@H](OC(=O)[C@H]3C)C12 (some centres not stated)	-21.2%	-2.9%	-11.7%	-2.3%	-5.9%	9.2%	-10.7%	x
O=C(CN1CCN(c2ccc(F)cc2)CC1)OCc1ccccc1	20.4%[10 µM]	-6.3%	-17.3%	-4.0%	-2.4%	1.9%	-12.6%	-3.8%

High-throughput results deposited in PubChem BioAssay by National Center for Advancing Translational Sciences (NCATS).
